BRCA1 expr act: qHTS Assay to Identify Small Molecule Activators of BRCA1 Expression; Potency, µM (highest dose often 46.1 µM), for inactives: at the highest dose activation, hits mostly activators; 1.1% of 380,000 active; MCF7-BRCA1-FFLuc reporter, luminescence, 48 h; response scale: scaled: vehicle 0%, 10 µM genistein 100%; AID 624202, 2012; note: potency is the fitted concentration of half-maximal effect; nearly all actives have a fitted effect of over 80% in size; some results filed as inactive show a strong effect at the top dose
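Using MCF7 cells harboring a BRCA1 firefly luciferase reporter, plated 2 h before compound pinning, the screen measured luminescence after 48 h incubation. Responses were normalized to DMSO and 10 microM genistein, then fitted for concentration-effect.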
PTAP TSG101 blk: qHTS Assay for Iinhibitors of HIV-1 Budding by Blocking the Interaction of PTAP/TSG101; Fluorescence polarization, FITC-PTAP peptide / Tsg101 binding; Potency, µM (doses to about 115 µM), for the others: at the top dose activity change, negative = inhibition, most hits filed as inhibitors; 340,000 tested, under 10 active; AID 493005, 2010; active = well fitted inhibition curve with a large enough effect in the main read-out, with a control signal flat, not every such curve was filed as active; inconclusive = small, poorly fitted or top-dose-only effect, or effect the other way, or a change in a side signal; inactive = no such curve, though single readings can be large or run the other way; note: potency is the fitted concentration of half-maximal effect; % of control where 0% means no effect
Target sequence (Q99816 whole entry, looked up): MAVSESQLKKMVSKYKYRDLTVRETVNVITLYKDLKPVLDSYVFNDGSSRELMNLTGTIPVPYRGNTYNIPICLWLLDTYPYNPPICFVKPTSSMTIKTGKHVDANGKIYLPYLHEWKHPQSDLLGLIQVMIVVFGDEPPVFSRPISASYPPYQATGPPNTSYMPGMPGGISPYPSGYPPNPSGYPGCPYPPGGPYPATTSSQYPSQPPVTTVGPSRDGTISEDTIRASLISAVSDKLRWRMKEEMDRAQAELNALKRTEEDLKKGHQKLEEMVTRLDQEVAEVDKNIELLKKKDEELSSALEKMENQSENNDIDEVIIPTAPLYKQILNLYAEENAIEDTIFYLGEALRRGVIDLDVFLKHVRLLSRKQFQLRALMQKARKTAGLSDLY
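Compounds were pin-transferred onto Tsg101 binding domain (10 uM final) in HEPES pH 7.5 buffer, then FITC-PTAP peptide was added at 50 nM final. After 20 min at RT, polarization reported peptide displacement across a qHTS concentration series.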
B2AR arrestin: qHTS assay of beta-arrestin-biased ligands of beta2-adrenergic receptor; Beta-2 adrenergic receptor (Homo sapiens), P07550; beta-arrestin recruitment to beta2AR, cell-based reporter; Potency, µM (top dose mostly 46.1 µM), for the others: at the highest dose activation, usual class: activators; 0.02% of 330,000 active; AID 492947, 2010;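 note: potency is the fitted concentration of half-maximal effect; 0% = DMSO controls and full agonism = EC100 isoproterenol or metaproterenol; nearly all actives have a fitted effect of over 65% in size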
Eya2 inh: qHTS Assay for Inhibitors of the Phosphatase Activity of Eya2; AID 488837, 2010; Potency, µM (doses to about 76.9 µM), for the others: at the highest dose activity, negative = inhibition, most hits filed as inhibitors; Protein phosphatase EYA2 (Homo sapiens), O00167; 0.006% of 330,000 active; recombinant Eya2, OMFP fluorescence dephosphorylation (OMFP is methylfluorescein phosphate); note: potency is the fitted concentration of half-maximal effect; % is set by controls: 0 for no effect and ±100 for the full control effect
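Eya2 protein (added as 0.2 uM solution) was preincubated with compound for 10 min at ambient temperature in 50 mM HEPES pH 7.5, 50 mM NaCl, 5 uM MgCl2, 0.05% BSA, 1 mM DTT. OMFP (added at 50 uM) then reacted 10 min; fluorescence read at 485/525 nm.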
ASM inhibitor: Inhibitors of Secretory Acid Sphingomyelinase (S-ASM): qHTS; Sphingomyelin phosphodiesterase (Homo sapiens), P17405; placental ASM, HMU-PC fluorogenic substrate, 60 min; Potency, µM (highest dose often 57.5 µM), without a hit: top-dose activity change, negative = inhibition, actives largely listed as inhibitors; 0.006% of 340,000 active; AID 504937, 2011; note: potency is the fitted concentration of half-maximal effect
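Steps: dispense placental human ASM, pin compound, wait 10 min at room temperature, add HMU-PC0 substrate at 9 uM final, incubate 60 min at 37 °C, add stop solution raising pH to 10, read fluorescence.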
uPA generation: qHTS for Inhibitors of Cell Surface uPA Generation | Potency, µM (doses to about 38.3 µM), without a hit: at the top dose activity change, negative = inhibition, hits mostly inhibitors | 0.31% of 330,000 active | cell surface uPA generation assay, qHTS; active = well fitted inhibition curve with a large enough effect; inconclusive = small, poorly fitted or top-dose-only effect; inactive = no such curve, though single readings can be large or run the other way; tested in mouse RAW 264.7 cells; note: potency is the fitted concentration of half-maximal effect; % is set by controls: 0 for no effect and ±100 for the full control effect; nearly all actives have a fitted effect of over 55% in size
p53 reactivator: qHTS assay for re-activators of p53 using a Luc reporter. H1299 p53-A138V BP100-luciferase reporter, luminescence, 24 h. Potency, µM (series often up to 92.2 µM), inactives show top-dose activity change, positive = activation, actives largely listed as activators. 0.063% of 320,000 active. AID 504706, 2011; note: potency is the fitted concentration of half-maximal effect; % of control where 0% means no effect; nearly all actives have a fitted effect of over 45% in size
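p53-null H1299 cells stably carrying temperature-sensitive p53-A138V and a BP100-luciferase reporter were pinned with compounds (4-point, 1:5 series) and held 24 hrs at 37 deg C. Luminescence was read 10 min after detection reagent.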
a7 integrin act: qHTS for Activators of Integrin-Mediated Alleviation for Muscular Dystrophy. Potency, µM (titrated, usually from 38.3 µM), inactives show at the highest dose activation, most hits filed as activators. 0.064% of 350,000 active. alpha7betagal myoblasts, beta-gal FDG fluorescence, 48 h. AID 624291, 2012;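 note: potency is the fitted concentration of half-maximal effect; 100% = response of the positive control SU9516; nearly all actives have a fitted effect of over 60% in size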
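alpha7betagal+/- myoblasts (passage 13, 250/well) treated 48 h at 37C with compounds at 1:260 dilution of DMSO stock. Lysed, then beta-galactosidase activity read as FDG fluorescence (ex 480/em 540) after 30 min, with pre-read for autofluorescence.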
USP2a block: qHTS Assay for Inhibitors of Ubiquitin-specific Protease USP2a Using CHOP2 as the Reporter; Ubiquitin carboxyl-terminal hydrolase 2 (Homo sapiens), O75604; USP2 core, Ub-CHOP2 coupled fluorogenic reporter, 485/531; Potency, µM (titrated, usually from 38.3 µM), without a hit: top-dose activity change, negative = inhibition, hits mostly inhibitors; 0.01% of 330,000 active; AID 463254, 2010;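 note: potency is the fitted concentration of half-maximal effect; plate controls were DMSO wells for no effect and full inhibition by NEM control for full effect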
Target sequence (O75604 whole entry, looked up): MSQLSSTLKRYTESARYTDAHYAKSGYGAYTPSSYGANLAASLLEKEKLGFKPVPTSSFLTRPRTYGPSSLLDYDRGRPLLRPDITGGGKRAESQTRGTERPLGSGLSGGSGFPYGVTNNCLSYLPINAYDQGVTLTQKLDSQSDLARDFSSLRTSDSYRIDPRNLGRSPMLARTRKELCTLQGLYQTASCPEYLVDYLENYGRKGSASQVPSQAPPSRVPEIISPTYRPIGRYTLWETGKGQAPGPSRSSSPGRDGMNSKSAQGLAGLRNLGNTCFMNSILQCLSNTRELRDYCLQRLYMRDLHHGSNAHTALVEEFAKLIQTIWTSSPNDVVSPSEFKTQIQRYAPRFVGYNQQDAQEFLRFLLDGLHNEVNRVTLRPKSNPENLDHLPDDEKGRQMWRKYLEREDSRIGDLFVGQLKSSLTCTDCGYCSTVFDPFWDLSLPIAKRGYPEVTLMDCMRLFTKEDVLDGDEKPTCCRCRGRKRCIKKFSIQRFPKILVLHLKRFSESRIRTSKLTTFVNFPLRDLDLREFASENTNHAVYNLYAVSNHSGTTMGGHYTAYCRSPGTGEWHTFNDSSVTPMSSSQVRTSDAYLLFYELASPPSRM
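USP2 core (10nM final) preincubated 30min RT with compound in 20mM Tris-HCl pH 8.0, 2mM CaCl2, 2mM beta-mercaptoethanol, 0.05% CHAPS; 25nM Ub-CHOP2 plus 25nM reporter substrate added, fluorescence (Ex485/Em531) read after 60min.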
ELG1 genotoxic: qHTS screen for small molecules that induce genotoxicity in human embryonic kidney (HEK293T) cells expressing luciferase-tagged ELG1; Potency, µM (titrated, usually from 46 µM), for inactives: top-dose activity change, positive = activation, most hits filed as activators; AID 504466, 2011; HEK293T ELG1-luciferase reporter, luminescence, 16 h; 1.3% of 330,000 active; note: potency is the fitted concentration of half-maximal effect; % of control where 0% means no effect; nearly all actives have a fitted effect of over 60% in size
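ELG1-luciferase HEK293T cells, 2,000/well; compound pinned in; 16 hr, 37 °C, 5% CO2; ONE-Glo, 30 min RT; luminescence on CCD imager.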
TRPV1 agonist: HTS Assay for Compounds that Act as Agonists of the Vanilloid Receptor 1 | Transient receptor potential cation channel subfamily V member 1 (Homo sapiens), Q8NER1 | TRPV1-expressing cells, Fluo-8 calcium influx, agonist mode | activation, % at 8.33 µM | 0.19% of 320,000 active; in the data active = activation above about 80%; inconclusive = between about 30% and that limit; note: 0% is about no effect
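Fluo-8 calcium influx in TRPV1-expressing cells, kinetic read (ex 480/em 520 nm). Compound added and read 3 min for agonist activity, followed by capsaicin at EC20 final and 2 min further read for enhancement.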
* marks the source's active call; other numbers are inactive results; u = inconclusive; x = not tested or not shown; [ ] = dose if it differs, or a comment. Unless noted, calls come from the whole dose curve; as a rule, active = well fitted curve in the direction sought with a large enough effect; inconclusive = small, poorly fitted or top-dose-only effect, or another doubt; inactive = no such curve, though single readings can be large; an effect the other way counts as inactive or inconclusive.

structure	BRCA1 expr act	PTAP TSG101 blk	B2AR arrestin	Eya2 inh	ASM inhibitor	uPA generation	p53 reactivator	a7 integrin act	USP2a block	ELG1 genotoxic	TRPV1 agonist
CC(C)(C)Cc1nnc(NC(=O)Cc2ccc([N+](=O)[O-])cc2)s1	-27%	-2%	2.8%	-18%	-2%	0%	-4%	-8%	-6%	0%	-1
COc1ccc(NC(=O)NCc2ccc3c(c2)OCO3)c(OC)c1	-2%	-1%	0.4%	5%	-1%	12%	-5%	-7%	0%	13%	4
COc1ccc(N(CC(=O)Nc2ccc(OC)c(Cl)c2)S(=O)(=O)c2c(C)noc2C)cc1	-37%	-4%	-0.2%	4%	-8%	-4%	-21%	-11%	1%	-14%	1
Cc1cc(C)cc(NC(=O)c2cccc(NC(=O)C3C4CC5OC(=O)C3C5C4)c2)c1 (stereo not drawn)	10%	-1%	0.1%	10%	0%	x	1%	18%	-1%	-2%	0
O=C(NCc1cccs1)Nc1ccc2c(c1)OCO2	10µM*	-10%	-0.2%	-26%	1%	-1%	u	6%	-1%	u	21
Cc1cc(C)n(C(=O)c2ccc(C)c(S(=O)(=O)N3CCCC3)c2)n1	-24%	0%	-0.6%	18%	1%	0%	-3%	3%	-1%	2%	7
O=C(OCC(=O)N1CCN(C(=O)c2ccco2)CC1)c1cc(-c2ccco2)nc2ccccc12	6%	0%	0.2%	-1%	468%[activator]	x	6%	-11%	2%	-2%	3
N#Cc1c(NC(=O)Cn2nc(C(F)(F)F)c3c2CCCC3)sc2c1CCC2	-27%	-6%	-0.4%	-5%	1%	-3%	0%	-39%	0%	-4%	-2
Cc1cc(OC(=O)c2cccc(F)c2)c([N+](=O)[O-])c(=O)[nH]1	5%	2%	0.5%	2%	3%	-7%	0%	-5%	-5%	0%	1
CC(C)Oc1ccc(CNC(=O)CCC(=O)N2CCSc3ccccc32)cc1	38%	-5%	0.1%	-12%	-1%	-3%	14%	-7%	-3%	-7%	1
O=[N+]([O-])c1ccc(Nc2ccccn2)c([N+](=O)[O-])c1	-23%	0%	-0.1%	5%	0%	5%	-5%	21%	1%	0%	-6
Cc1ccc(NC(=O)CNC(=O)c2ccccc2F)cc1Cl	67%	-6%	-0.1%	25%	3%	15%	8%	23%	0%	12%	u

(cont.)
structure	BRCA1 expr act	PTAP TSG101 blk	B2AR arrestin	Eya2 inh	ASM inhibitor	uPA generation	p53 reactivator	a7 integrin act	USP2a block	ELG1 genotoxic	TRPV1 agonist
CCn1cc(C(=O)NCCCOC)c(=O)c2cc(S(=O)(=O)N3CCC(C)CC3)ccc21	0%	-1%	-0.2%	-6%	-1%	-8%	-6%	12%	2%	1%	24
C=C(C)C(=O)N1CC2(CC(c3cccc(NC(=O)c4ccccc4)c3)=NO2)C[C@@H]1C(N)=O (stereo partly drawn)	-14%	-1%	-0.1%	-20%	-7%	7%	-1%	26%	3%	0%	-3
Cc1ccccc1NC1=C(Cl)C(=O)OC1OC(=O)c1ccco1 (stereo not drawn)	-15%	-5%	-0.3%	5%	0%	-19%	u	-50%[inhibitor]	-1%	3%	11
COc1ccc(-c2nnc(SCC(=O)Nc3nc4ccccc4s3)n2C)cc1	-4%	0%	-0.1%	14%	0%	-3%	3%	-16%	0%	1%	10
CCOC(=O)C1(CC2CC2)CCN(S(=O)(=O)/C=C/c2ccccc2)CC1	-20%	0%	-0.4%	-6%	-2%	3%	-1%	-32%	-8%	-7%	18
Cc1ccccc1C(=O)c1c[nH]c(C(=O)NCC2CCCO2)c1 (stereo not drawn)	12%	1%	-0.4%	-22%	-1%	-2%	1%	4%	-12%	3%	2
CCOC(=O)C1CCN(S(=O)(=O)c2cccc(-c3cn4cc(C)ccc4n3)c2)CC1	-15%	1%	-0.2%	7%	-3%	-13%	11%	-55%[inhibitor]	9%	-7%	8
CCOC(=O)c1[nH]c(COC(=O)CCOc2ccccc2OC)c(C(=O)OCC)c1C	0%[1.84 µM]	3%	0.9%	-4%	28%	-5%	-1%	12%	-2%	-1%	5
CCCCn1c(-c2nn(C)cc2Cl)n[nH]c1=S	-23%	-1%	-3.7%	-1%	1%	0%	-1%	1%	3%	-1%	-2
CC(C)CC(=O)NC(=S)NCCc1ccccc1	22%	-4%	0.2%	8%	-2%	-2%	11%	25%	2%	0%	-1
COc1cc(C2NC(=S)NC(C)=C2C(=O)c2ccccc2)ccc1O (stereo not drawn)	-18%	0%	2.3%	-8%	-1%	3%	-5%	-43%	2%	2%	1
Cc1cc(SCC(=O)Nc2ncc(Cl)cc2Cl)nc2ccccc12	-26%	-3%	0.2%	1%	-2%	-4%	4%	-10%	0%	5%	6

Further structures:
structure	BRCA1 expr act	PTAP TSG101 blk	B2AR arrestin	Eya2 inh	ASM inhibitor	uPA generation	p53 reactivator	a7 integrin act	USP2a block	ELG1 genotoxic	TRPV1 agonist
c1ccc(Cc2nnc3sc(-c4cccs4)nn23)cc1	-12%	x	-0.2%	-5%	-2%	-2%	-16%	26%	0%	1%	1
CC(O)CNC(=O)c1ccc(-c2nn(C)c(=O)c3ccccc23)cc1 (stereo not drawn)	-5%[1.84 µM]	-6%	0.0%	18%	-1%	-6%	-2%	12%	3%	u	-3
COc1ccc(/C(N)=N/OC(=O)C2CCC(=O)N2S(=O)(=O)c2ccc(C)cc2)cc1OC (stereo not drawn)	-46%	-7%	-1.8%	4%	0%	-5%	11%	17%	-1%	1%	8
COC(=O)C1=C(C)NC(C)=C(C(=O)OC)C1C(=O)OCC(=O)c1ccc(Br)cc1	10%	-1%	0.0%	-9%	20%	-1%	-15%	-7%	5%	2%	-6
O=C(CCC1CCCN(C(=O)c2ccsc2)C1)NCc1ccc(F)c(F)c1 (stereo not drawn)	-1%	1%	0.3%	10%	0%	5%	5%	-19%	3%	-1%	9
O=C(Cc1ccc2c(c1)OCCO2)c1c(O)cc(O)cc1O	79%	-6%	0.3%	16%	-7%	-2%	u	4%	0%	17%	-1
CSc1ncccc1C(=O)NCc1nnc2ccccn12	6%	-5%	-0.6%	4%	2%	2%	-5%	10%	2%	0%	x
Cc1ccc2nc(Cl)c(C3CC(c4ccco4)=NN3S(C)(=O)=O)cc2c1 (stereo not drawn)	-12%	-2%	0.0%	-4%	9%	0%	-5%	1%	2%	2%	-1
CCCCn1c(N)c(N(CC)C(=O)c2cccc(F)c2)c(=O)[nH]c1=O	29%	-4%	-0.1%	5%	2%	-2%	3%	-6%	0%	0%	7
O=C1COc2ccc(C(=O)COC(=O)/C=C/c3cccc(F)c3)cc2N1	-6%	-3%	0.1%	0%	-4%	1%	-3%	-20%	-5%	1%	x
Cc1cc(C)c(S(=O)(=O)NCCC2CCCN2C)c(C)c1 (stereo not drawn)	-6%[1.84 µM]	-2%	0.0%	14%	4%	4%	-12%	7%	2%	0%	-4
Cn1nc(OC(=O)Nc2cccc(Cl)c2)cc1C(F)(F)F	18%	-6%	-0.7%	24%	-1%	1%	13%	3%	4%	2%	5

The list goes on.
structure	BRCA1 expr act	PTAP TSG101 blk	B2AR arrestin	Eya2 inh	ASM inhibitor	uPA generation	p53 reactivator	a7 integrin act	USP2a block	ELG1 genotoxic	TRPV1 agonist
Cc1cc(C)n(C2=NS(=O)(=O)c3ccccc32)n1	1%	-3%	-0.2%	-32%	0%	x	-2%	21%	3%	3%	0
Cc1cccc(NC(=O)NCCCCc2ccccc2)c1	82%	-4%	-1.0%	-6%	-1%	-6%	26%	13%	0%	4%	u
Cc1cccc(N=C2NC(=O)CS2)c1	-9%	-2%	0.0%	-5%	-3%	-1%	-2%	-11%	0%	4%	-2
Cc1noc(C)c1COc1ccc(CC(=O)NCc2ccccc2)cc1	-48%	-3%	0.3%	-2%	4%	u	x	13%	-3%	x	11

Bioassay records (PubChem BioAssay)
